# CCT chaperon mod: changes cytosolic chaperonin activity; purified chaperonin ATPase assay, HTRF ADP detection, 30 min; activity change, % (no concentration beside the values), hits read low; 360,000 tested, 0.3% active; in the data active = activity change below about -30%; note: % is set by controls: 0 for no effect and ±100 for the full control effect
#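 Nucleotide hydrolysis assay: TRiC at 20–40 nM final (set by batch activity) with 10 uM ATP, 30 min at 37 °C, in presence of 76 uM compound. Detection by competitive ADP HTRF, 30 min ambient.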
# Nrf2 block: Nrf2 pathway inhibition. Potency, µM (series often up to 46 µM), for inactives: top-dose activity change, negative = inhibition, actives largely listed as inhibitors. AID 504444. A549 ARE-Fluc reporter, luciferase luminescence, 18-24 h. 360,000 tested, 2.1% active; note: potency is the fitted concentration of half-maximal effect; % is set by controls: 0 for no effect and ±100 for the full control effect; nearly all actives have a fitted effect of over 60% in size
#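 A549 ARE_Fluc cells (5000/well, 5% FBS OPTI-MEM) pre-incubated 2 h, then treated with compounds 18-24 h at 37C/5% CO2 in concentration-response. CellTiter-Fluor viability read first; BugLite luciferase luminescence after 15 min at room temperature gives Nrf2 activity.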
# MmCpn inh: inhibitors of Methanococcus maripaludis chaperonin (MmCpn); purified Mm-Cpn ATPase, ADP Transcreener TR-FRET; Potency, µM (series often up to 76.9 µM), for the others: at the top dose activity, negative = inhibition, usual class: inhibitors; 330,000 tested, 0.031% active; AID 504842; note: potency is the fitted concentration of half-maximal effect; % is set by controls: 0 for no effect and ±100 for the full control effect; nearly all actives have a fitted effect of over 80% in size
#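 Purified archaeal Mm-CPN (25nM final) preincubated 10 min at 37degC with compound, then 10uM ATP for 30 min at 37degC; ADP measured by HTRF Transcreener TR-FRET; buffer 30 mM TRIS pH 7.4, 100mM KCl, 5mM MgCl2, 1mM DTT.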
# A549 tox: kills or reduces viability of A549 cells in Nrf2 counter-screen; A549 ARE-Fluc cells, CellTiter-Fluor viability, 18-24 h; Potency, µM (top dose mostly 46 µM), for inactives: at the highest dose activity change, negative = cytotoxicity, actives largely listed as inhibitors; 390,000 tested, 0.16% active; note: potency is the fitted concentration of half-maximal effect; % is set by controls: 0 for no effect and ±100 for the full control effect
#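 A549 ARE_Fluc cells in 5% FBS OPTI-MEM were exposed to compounds in concentration-response for 18-24 h at 37 deg C. Viability was read by CellTiter-Fluor fluorescence (Ex 405/Em 525) after 30 min, before the luciferase read.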
# TGFb SMAD3 inh: TGF-b pathway inhibition | HepG2 CAGA-GFP TGF-b/SMAD3 reporter, GFP fluorescence, 18 h; TGF-beta stimulated, 500 pg/mL final | Potency, µM (top dose mostly 46.1 µM), inactives show at the highest dose activity, negative = inhibition, hits mostly inhibitors | 410,000 tested, 1.2% active; note: potency is the fitted concentration of half-maximal effect; % is set by controls: 0 for no effect and ±100 for the full control effect; nearly all actives have a fitted effect of over 65% in size
#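 TGF-beta reporter screen: HEPG2 CAGA-GFP, 1% FBS, 500 pg/mL TGF-beta final, 18 h; per-cell GFP summed per well; curves fitted and categorized by class.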
# Nrf2 ARE act: Nrf2 pathway activation. AREc32 ARE-luciferase reporter (MCF7-derived line), luminescence, 24 h. Potency, µM (series often up to 46.1 µM), without a hit: at the top dose activation, hits mostly activators. 410,000 tested, 0.31% active; note: potency is the fitted concentration of half-maximal effect; % of control where 0% means no effect; nearly all actives have a fitted effect of over 65% in size
#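 Quantitative high-throughput format: AREc32 reporter cells, 1000 per well, received compound by pin transfer and were incubated 24 hr at 37 deg C, 5% CO2, before Steady-Glo luminescence detection.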
# HepG2 viability: kills HepG2 cells in TGF-b inhibitor counter-screen | HepG2 CAGA-GFP viability, ATP luminescence, 18 h | Potency, µM (series often up to 46.1 µM), for inactives: at the top dose activity change, negative = cytotoxicity, usual class: cytotoxic | 410,000 tested, 0.76% active | AID 588856; note: potency is the fitted concentration of half-maximal effect; some results filed as inactive show a strong effect at the top dose
#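 CellTiter-Glo luminescence gave cytotoxicity after 18 hours at 37 degrees C. The cells were HepG2 CAGA-GFP in 1% FBS DMEM, stimulated with 500 pg/mL TGF-beta after compound addition. %Activity was normalised to no-cell wells (complete cell-killing) and DMSO (no toxicity), and curves were fitted and classified.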
# Abeta rescue: A-beta toxicity reversal in yeast; yeast expressing A-beta42, growth rescue, OD600, 48 h; response scale: 0% DMSO, 100% iron-clioquinol control; Potency, µM (doses to about 46.1 µM), without a hit: at the top dose growth rescue, actives largely listed as activators; 410,000 tested, 0.063% active; AID 1347071; note: potency is the fitted concentration of half-maximal effect; nearly all actives have a fitted effect of over 55% in size
#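 Yeast growth medium received pinned compounds, then yeast cells expressing toxic A-beta were added; plates incubated at 30 C for 48 hr. Growth read as absorbance at 600 nm, normalized to DMSO and equimolar FeCl3 plus clioquinol controls.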
# Akt phos inh: inhibitors of Akt phosphorylation; Neuro2A IGF-stimulated pAkt S473 HTRF, 20 min; stronger effect = lower value; activity change, % for hits at 50 µM; 360,000 tested, 0.32% active; in the data active = activity change below about -80%; inconclusive = mostly about -51% to -80%; note: % is set by controls: 0 for no effect and ±100 for the full control effect
#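 Neuro2A cells (4,500/well, DMEM with 0.5% FBS) were treated with compound at a single 50 µM final concentration, stimulated with 6 nM IGF for 20 min at 37 °C, and lysed. Phospho-Akt Ser473 was read by HTRF as 665/615 ratio ×10^4.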
# * marks the source's active call; other numbers are inactive results; i = inactive; ? = inconclusive; · = not tested or not shown; [ ] = dose if it differs, or a comment. Unless noted, calls come from the whole dose curve; as a rule, active = well fitted curve in the direction sought with a large enough effect; inconclusive = small, poorly fitted or top-dose-only effect, or another doubt; inactive = no such curve, though single readings can be large; an effect the other way counts as inactive or inconclusive.
SMILES,CCT chaperon mod,Nrf2 block,MmCpn inh,A549 tox,TGFb SMAD3 inh,Nrf2 ARE act,HepG2 viability,Abeta rescue,Akt phos inh
CCOc1ccc(NS(=O)(=O)c2cc(OCC(N)=O)c(C)cc2Cl)cc1,-1.8,-21%,-6%,1%,?,0.0%,-9%,3%,i
CC1=C(C(=O)Nc2ccccc2)C(c2ccncc2)n2nc(SCc3ccccc3F)nc2N1 (stereo unspecified),·,8%[9.27 µM],·,23%,23%,0.5%,6%,-7%,·
Cc1ccc(N2CC(NC(=O)c3cc4ccccc4o3)CC2=O)cc1C (stereo unspecified),·,·,·,-12%,-1%,0.2%,-12%,-1%,·
CCc1nnc(NC(=O)c2c(O)c3c([nH]c2=O)CCCC3)s1,0.2,1%,-2%,4%,3%,0.2%,-6%,-7%,i
CC(C)Nc1ncnc2c1ncn2[C@H]1CN(Cc2cccs2)C[C@@H](CO)O1,0.3,·,·,·,-8%,0.2%,4%,-2%,i
Cc1cc(=O)oc2cc(O[C@@H]3O[C@H](CO)[C@H](O)[C@H](O)[C@H]3O)ccc12,-4.4,6%,0%,-12%,3%,-0.9%,-5%,-5%,i
Cc1cc(C)c(NC(=O)c2ccc(CNS(=O)(=O)c3cc(C(F)(F)F)ccc3Cl)cc2)c(C)c1,-1.8,-18%,-2%,5%,0%,0.4%,-17%,?,i
Cc1ccc(S(=O)(=O)NCC(=O)N(CC(=O)NCc2ccco2)Cc2ccco2)cc1,-0.7,9%,-1%,-1%,-2%,-0.1%,-3%,-1%,i
Cc1cc(NCCN2CCOCC2)n2c(nc3ccccc32)c1C#N,0.9,-4%,-4%,-14%,1%,-0.3%,-1%,-20%,i
CC(=O)Nc1ccc(NC(=O)c2ccccc2-n2cnnn2)cc1,-0.1,-25%,-1%,1%,6%,-0.3%,14%,-2%,i
c1ccc2c(c1)COC(CN1CCCCC1)OC2,-1.0,-13%,2%,0%,7%,0.1%,5%,-3%,i
Cc1ccccc1OCc1nc2c3cnn(-c4cccc(F)c4)c3ncn2n1,·,9%,·,-2%,·,0.3%,-3%,-7%,·

# By substructure, those above containing a halogen
SMILES,CCT chaperon mod,Nrf2 block,MmCpn inh,A549 tox,TGFb SMAD3 inh,Nrf2 ARE act,HepG2 viability,Abeta rescue,Akt phos inh
CCOc1ccc(NS(=O)(=O)c2cc(OCC(N)=O)c(C)cc2Cl)cc1,-1.8,-21%,-6%,1%,?,0.0%,-9%,3%,i
CC1=C(C(=O)Nc2ccccc2)C(c2ccncc2)n2nc(SCc3ccccc3F)nc2N1 (stereo unspecified),·,8%[9.27 µM],·,23%,23%,0.5%,6%,-7%,·
Cc1cc(C)c(NC(=O)c2ccc(CNS(=O)(=O)c3cc(C(F)(F)F)ccc3Cl)cc2)c(C)c1,-1.8,-18%,-2%,5%,0%,0.4%,-17%,?,i
Cc1ccccc1OCc1nc2c3cnn(-c4cccc(F)c4)c3ncn2n1,·,9%,·,-2%,·,0.3%,-3%,-7%,·

# The listing continues:
SMILES,CCT chaperon mod,Nrf2 block,MmCpn inh,A549 tox,TGFb SMAD3 inh,Nrf2 ARE act,HepG2 viability,Abeta rescue,Akt phos inh
Cc1cccc(OCCn2ccnc2)c1C,-0.5,-2%,0%,0%,-3%,-1.4%,2%,0%,i
Cc1ccc(F)cc1NC(=O)N1CCN(c2ccnc3cc(Cl)ccc23)CC1,-1.0,9.2µM*,-1%,-17%,?,-0.9%,-7%,5%,i
CCC1CCc2sc(C(=O)NNC(=S)NCC3CCCO3)cc2C1 (stereo unspecified),0.4,7%,-1%,10%,-26%,4.4%,-10%,6%,i
CC1CN(C(=O)c2ccccc2)C(=Nc2cccc(S(=O)(=O)N(C)C)c2)S1 (stereo unspecified),-0.4,3%,1%,-8%,?,0.0%,2%,-9%,i
CCOC(=O)CNC(=O)CSc1nc(Cc2ccccc2)nc2ccccc12,-6.1,?,-2%,-7%,?,?,-24%,-9%,i
C=C(C)[C@@H]1CC[C@]2(C(=O)O)CC[C@]3(C)[C@H](CC[C@@H]4[C@@]5(C)CC[C@H](O)C(C)(C)[C@@H]5CC[C@]43C)[C@@H]12,0.6,19%,1%,-1%,-8%,-0.8%,-9%,-4%,i
CCN(CC)CCn1c2c(c(SCC(=O)NCc3ccccc3)nc1=O)CCC2,-0.3,1%,-2%,-2%,2%,0.5%,5%,6%,i
COc1ccccc1NC(=O)N(C)C[C@@H]1OCc2ccccc2-c2c(n(C)c3ccccc23)C(=O)N([C@H](C)CO)C[C@@H]1C,-0.7,·,·,·,2%,-1.0%,9%,-13%,i
CCn1cc(S(=O)(=O)NCc2ccc3c(c2)OCO3)cn1,0.4,-3%,-3%,-3%,0%,0.0%,-2%,-6%,i
O=c1[nH]c(=O)n(C2CC(O)C(CO)O2)cc1I (stereo unspecified),-2.3,?,·,7%,-13%,4.7%,-11%,0%,i
CCc1cc2c(=O)c(-c3nc4ccccc4n3C)coc2c(CN2CCN(C)CC2)c1O,-1.4,18%,-23%,11%,18%,0.3%,3%,-1%,i
Cc1nn(-c2ccccc2)c2sc(C(=O)Nc3cccc(Br)c3)cc12,·,?,·,-5%,-13%,4.9%,6%,4%,·
Fc1ccc2[nH]c3c(NCCN4CCOCC4)ncnc3c2c1,-0.8,?,2%,-3%,3%,5.4%,-24%,16%,i
CCN(CC)S(=O)(=O)c1ccc(-c2cn3cc(Cl)ccc3n2)cc1,1.8,9%,-1%,-6%,6%,2.6%,1%,-3%,i
NC(=O)c1nsc(C(=O)N(c2ccc(F)cc2)C(C(=O)NCC2CCCO2)c2ccc3ncccc3c2)c1N (stereo unspecified),1.3,-9%,-1%,-10%,3%,0.0%,-1%,-16%,i
O=C1COc2ccc(NC(=O)N3CCN(c4ccc(F)cc4)CC3)cc2N1,-0.6,?,3%,-1%,17%,-0.9%,-11%,-2%,i
COc1ccc(CCNC(=O)c2c3c(nc4ccccc24)C(=O)N(C2CCCCC2)C3)cc1OC,·,?,·,?,27%,0.7%,-25%,-10%,·
O=C(CC1c2ccccc2Oc2ccccc21)Nc1ccccc1C(F)(F)F,0.2,-7%,0%,1%,-27%,-0.4%,-42%,-17%,i
NS(=O)(=O)c1ccc(NC(=O)/C(=C/c2ccncc2)NC(=O)c2ccccc2)cc1,-0.1,-1%,3%,0%,2%,0.5%,6%,-3%,i
C=CCn1c(COc2ccc(CC)cc2)nnc1SC/C(O)=C(\C#N)c1nc2ccccc2[nH]1,-1.0,-9%,-1%,-10%,-1%,8.6%,3%,-4%,i
Cc1nn(-c2ccccc2)c(Cl)c1C(=O)NCC1CCCO1 (stereo unspecified),-1.3,0%,-1%,0%,-1%,0.5%,-29%,4%,i
CCc1c(C)nc(SCC(=O)Nc2ccc(Br)cc2)[nH]c1=O,1.4,9%,0%,10%,-3%,-0.2%,-30%,6%,i
Cc1ccc(S(=O)(=O)N2CCN(C(=O)CSc3nc4ccccc4o3)C2)cc1,-0.3,-30%,0%,-13%,0%,7.0%,-7%,-36%[inhibitor],i
CCOCCOC(=O)C1=C(C)N(C)C(=O)NC1c1ccccc1F (stereo unspecified),-0.8,-18%,2%,-4%,1%,0.2%,-3%,5%,i
O=c1c(-c2ccc(F)cc2)[n+]([O-])c2ccccc2n1OCc1ccccn1,-2.2,-6%,-1%,4%,4%,0.5%,-9%,-6%,i
COC(=O)c1scc(C)c1NC(=O)C1CCCCC1,-1.9,2%,1%,4%,7%,0.4%,-12%,8%,i
COc1ccccc1Nc1nn2c(=O)c3ccc(C(=O)NCCC4=CCCCC4)cc3nc2s1,·,?,·,?,5µM*,-2.5%,5µM*,-18%,·
COc1ccc(Cl)cc1NC(=S)Nc1cccnc1,0.4,-5%,0%,2%,0%,-0.3%,-15%,-14%,i
Cc1cc(C(=O)O)ccc1-c1ccc(/C=C2\NC(=O)N(Cc3ccccc3Cl)C2=O)o1,-1.2,?,0%,-12%,-19%,0.4%,6%,-15%,i
COc1cccc(OC)c1Oc1ccc(C(F)(F)F)cn1,-2.7,-15%,-11%,-17%[1.84 µM],-9%,-0.9%,0%,13%,i
COC(=O)c1ccccc1CSc1nsc(/C=C/N(C)C)c1C#N,-2.5,-6%,-4%,-2%,-2%,0.2%,3%,12%,i
CCn1ncc([N+](=O)[O-])c1C(=O)N1CCCC1,0.0,0%,-1%,-1%,3%,0.1%,5%,4%,i
COC(=O)C1=C(C)N(Cc2ccccc2)C(=NCc2ccco2)N[C@H]1c1cccc(F)c1,-1.6,18%,-1%,-7%,-18%,0.9%,-39%,4%,i
COc1ccc(C(=O)COC(=O)CCN=C2NS(=O)(=O)c3ccccc32)c(OC)c1,-5.4,0%,-10%,-6%,-5%,-0.3%,-2%,-15%,i
COc1ccc(NC(=O)CSc2nnc(-c3nonc3NC(C)=O)n2-c2ccccc2)cc1,·,-12%,·,-2%,-10%,-0.6%,2%,-2%,·
CCOC(=O)Cc1csc(NC(=O)c2cccc(OC)c2)n1,-2.2,2%,-28%,-5%,-31%,-0.4%,-5%,21%,i
CC(/C=C/c1ccccc1)=N\NC(=S)NC(C)C,-11,3%,0%,-11%,?,0.2%,-19%,?,i
CCN(C(=O)COC(=O)c1cc(S(=O)(=O)N2CCc3ccccc32)ccc1OC)C1CCS(=O)(=O)C1 (stereo unspecified),-0.3,-5%,0%,1%,13%,2.2%,-10%,-13%,i
Cc1cc(SCC(=O)NCC(c2cccs2)N2CCOCC2)c(C)cc1Br (stereo unspecified),-4.3,?,-6%,-12%,-36%,-0.3%,-2%,20%,i

# Assay outcomes deposited in PubChem BioAssay by National Center for Advancing Translational Sciences (NCATS).
